# Screening data: PubChem, several laboratories
# E coli WT exp – blocks growth of wild type E. coli BW25113; OD600 absorbance; growth inhibition, % at 100 µM; hit rate 0.15% among 98,000; AID 710;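 active means growth inhibition above about 50% at one test dose, limit read from the data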;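 further: growth measured after 20 h incubation at 37 °C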
# sEH inh – inhibitors of human soluble epoxide hydrolase | inhibition, % at 2 µM | hit rate 0.34% among 91,000 | recombinant human sEH enzymatic activity assay; in the data active means inhibition above about 80%; further: values of inactives mirror those of a sister screen read the other way; many of its hits are not listed in these tables
# S1P2 ag – activates the human S1P2 receptor; S1P2-expressing cell line, agonist reporter read-out; activation, % at 4.5 µM; hit rate 0.46% among 97,000; AID 729; in the data active means activation above about 16%;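 further: 0% = vehicle low control and 100% = maximal reference agonist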
# Target sequence (O95136 whole entry, looked up): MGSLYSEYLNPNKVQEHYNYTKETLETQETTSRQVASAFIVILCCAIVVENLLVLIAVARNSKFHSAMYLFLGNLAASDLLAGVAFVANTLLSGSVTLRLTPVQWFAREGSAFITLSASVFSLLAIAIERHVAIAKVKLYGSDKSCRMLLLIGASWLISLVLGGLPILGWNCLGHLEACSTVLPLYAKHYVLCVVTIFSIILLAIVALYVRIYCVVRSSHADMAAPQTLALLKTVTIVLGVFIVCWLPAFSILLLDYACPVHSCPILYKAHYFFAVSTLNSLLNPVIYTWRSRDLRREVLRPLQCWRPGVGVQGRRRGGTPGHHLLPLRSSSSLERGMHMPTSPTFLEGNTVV
# PostGolgi yeast – growth inhibition of a yeast mutant, post-Golgi transport screen. post-Golgi transport phenotypic cell assay. inhibition, % at 10 µM. hit rate 0.9% among 98,000. AID 739;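 further: yeast cells grown in 1536-well plates; yeast grown about 18 h at 30C before absorbance read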
# CD11b adhes inh – CD11b/CD18-fibrinogen binding inhibition. P05107+P11215. K562 CD11b/CD18 adhesion to fibrinogen, ATPlite luminescence; Mn2+ added to activate the integrin. hit rate 0.54% among 93,000. inhibition, % at 10 µM;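 active means primary inhibition of 50% or more at 10 µM, then 40% or more on retest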; further: some results filed as inactive read as strong as hits
# Target sequence (P05107 whole entry, looked up, other chains not shown): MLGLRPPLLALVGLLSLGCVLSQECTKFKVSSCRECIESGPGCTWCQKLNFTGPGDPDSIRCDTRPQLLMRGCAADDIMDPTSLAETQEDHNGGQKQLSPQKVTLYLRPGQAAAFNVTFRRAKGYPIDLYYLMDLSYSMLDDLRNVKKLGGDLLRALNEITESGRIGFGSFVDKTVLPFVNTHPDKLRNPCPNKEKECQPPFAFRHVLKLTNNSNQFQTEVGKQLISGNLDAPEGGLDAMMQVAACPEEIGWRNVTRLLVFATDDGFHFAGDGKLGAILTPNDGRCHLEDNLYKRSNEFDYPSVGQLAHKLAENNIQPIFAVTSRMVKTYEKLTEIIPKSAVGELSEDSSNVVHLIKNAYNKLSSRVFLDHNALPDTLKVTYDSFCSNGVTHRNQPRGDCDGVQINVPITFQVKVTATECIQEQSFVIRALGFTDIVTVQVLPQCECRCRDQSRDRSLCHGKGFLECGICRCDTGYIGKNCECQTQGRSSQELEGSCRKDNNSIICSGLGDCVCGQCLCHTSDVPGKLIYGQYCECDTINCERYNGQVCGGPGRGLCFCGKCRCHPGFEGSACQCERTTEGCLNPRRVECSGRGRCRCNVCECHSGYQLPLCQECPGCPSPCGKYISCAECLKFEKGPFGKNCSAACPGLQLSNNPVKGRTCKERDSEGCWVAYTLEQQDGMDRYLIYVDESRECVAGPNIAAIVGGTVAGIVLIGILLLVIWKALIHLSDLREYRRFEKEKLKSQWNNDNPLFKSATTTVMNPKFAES
# PostGolgi ctrl – inhibits growth of the yeast control strain; efflux-deficient yeast background strain, growth absorbance A615, 16 h; inhibition, % at 10 µM; hit rate 5% among 98,000; AID 738
# PLAP activator – human PLAP activation; P05187; purified PLAP enzyme, luminescent substrate read-out; active compounds read high; activation fold at 20 µM; hit rate 1.2% among 96,000; in the data active means activation fold above about 2
# S1P2 antag – antagonists of human S1P2 receptor. O95136. AID 736. inhibition, % at 5 µM. hit rate 0.21% among 97,000. cell-based S1P2 antagonist assay, inhibition at 5 uM; in the data active means inhibition above about 45%;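 further: CRE beta-lactamase reporter cells expressing human S1P2 stimulated with S1P; 0% = agonist at EC80 alone and 100% = agonist plus reference antagonist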
# sEH activator – soluble epoxide hydrolase (human) activation; P34913; purified human sEH enzymatic activity, activator screen; activation, % at 2 µM; hit rate 0.04% among 91,000; AID 717; in the data active means activation above about 37%; further: values of inactives mirror those of a sister screen read the other way
# An asterisk follows results filed as active; · = not tested or not shown. Unless noted, no stated cut-off is given here; in the data, active means inhibition above about 30%; inactive means the rest.
# Order of results: CD11b adhes inh, PostGolgi ctrl, sEH activator, S1P2 antag, PLAP activator, PostGolgi yeast, E coli WT exp, sEH inh, S1P2 ag
- CCC(C)N(C(=O)C(F)(F)F)C(C(=O)NC1CCCCC1)c1ccncc1 (stereo not drawn)
→ ·, ·, 2, -24, ·, ·, ·, -2, 0
- COc1ccc(-c2cn[nH]c2N)cc1
→ -5, -1, 11, -15, 1.1, -4, 8, -9, -3
- CC(=O)Nc1ccc(S(=O)(=O)Nc2cc(C)c(-n3nc4ccccc4n3)cc2O)cc1
→ 38, 28, 2, -4, 0.9, -4, -7, -3, -2
- COc1ccc(-c2cc(C(=O)NCc3cccnc3)no2)cc1
→ -4, 1, -4, -2, 1, 3, -1, 1, -7
- CC(=O)Nc1ccc(OC(=O)c2cc3ccccc3oc2=O)cc1
→ -24, 6, -20, 8, 0.9, -3, -1, 20, -5
- COc1ccc(Cl)cc1NC(=O)CSc1nncn1-c1cccnc1
→ -38, -1, 4, -20, 1.4, 0, 2, -4, -3
- CC1=C(C(=O)OC(C)C)C(c2cccc(F)c2)N2C(=O)C(C)SC2=N1 (stereo not drawn)
→ -15, 21, 9, -2, 1.5, 0, 9, -7, -1
- COC(=O)c1ccc(CSc2nc3ccc(C)cc3[nH]2)o1
→ -3, 8, -9, -27, 2.2*, -10, 10, 10, 12
- COc1ccccc1NC(=O)C1C2C=CC(O2)C1C(=O)O (stereo not drawn)
→ 25, 8, 9, 11, 1, -8, 0, -10, -3
- CCCC(=O)Nc1nc2ccc(C(=O)OCC)cc2s1
→ 16, 7, 3, 1, 1.1, -10, -5, -4, -8

# Part of the list above in order of number of heavy atoms, falling:
# Order of results: CD11b adhes inh, PostGolgi ctrl, sEH activator, S1P2 antag, PLAP activator, PostGolgi yeast, E coli WT exp, sEH inh, S1P2 ag
- CC(=O)Nc1ccc(S(=O)(=O)Nc2cc(C)c(-n3nc4ccccc4n3)cc2O)cc1
→ 38, 28, 2, -4, 0.9, -4, -7, -3, -2
- COc1ccc(-c2cc(C(=O)NCc3cccnc3)no2)cc1
→ -4, 1, -4, -2, 1, 3, -1, 1, -7
- COC(=O)c1ccc(CSc2nc3ccc(C)cc3[nH]2)o1
→ -3, 8, -9, -27, 2.2*, -10, 10, 10, 12

# Following part
# Order of results: CD11b adhes inh, PostGolgi ctrl, sEH activator, S1P2 antag, PLAP activator, PostGolgi yeast, E coli WT exp, sEH inh, S1P2 ag
- Fc1ccc(CN2CCCCCCC2)cc1
→ -12, 5, 4, 21, 0.7, 9, 1, -3, -1
- O=c1[nH]ncn1-c1ccccc1C(F)(F)F
→ -2, -2, -2, 10, 1, 1, 4, 4, -6
- O=C(Cc1ccccc1)Nc1nonc1NC(=O)c1ccccc1
→ 1, 8, 18, 2, 1.1, 19, -4, -18, -3
- O=C(O)CC1C(=O)NCCN1CCCc1ccccc1 (stereo not drawn)
→ -63, 3, 7, 5, 1, -1, 11, -6, -3
- Cc1ccc(NC(=O)N2C(=O)C3(OCCO3)c3ccccc32)cc1
→ -17, 12, ·, 19, 0.9, -19, 2, ·, -4
- CCn1c(CSc2nc3ccccc3s2)nc2ccccc21
→ 48, 11, -5, -15, 1.2, -5, -20, 6, -4
- Cc1ccccc1C(=O)N/N=C/c1ccncc1
→ ·, 15, -1, -16, 1, 2, 0, 1, -9
- COCCCNC(=O)c1ccccc1NS(=O)(=O)c1ccc(C)cc1
→ -6, 20, 12, -6, 1.4, -6, -4, -14, -4
- CCN(Cc1ccccc1)S(=O)(=O)c1nc2nc(C)c(C)c(C)n2n1
→ -25, 13, ·, ·, 0.9, -2, -2, ·, ·
- CC(=O)NC1=NN(C(C)=O)C2(S1)C(=O)N(C(C)C)c1ccc(C)cc12 (stereo not drawn)
→ -5, 7, 6, 20, 1.1, 5, -1, -5, -2

# In the list so far, 3 have an NH in an aromatic ring:
# Order of results: CD11b adhes inh, PostGolgi ctrl, sEH activator, S1P2 antag, PLAP activator, PostGolgi yeast, E coli WT exp, sEH inh, S1P2 ag
- COc1ccc(-c2cn[nH]c2N)cc1
→ -5, -1, 11, -15, 1.1, -4, 8, -9, -3
- COC(=O)c1ccc(CSc2nc3ccc(C)cc3[nH]2)o1
→ -3, 8, -9, -27, 2.2*, -10, 10, 10, 12
- O=c1[nH]ncn1-c1ccccc1C(F)(F)F
→ -2, -2, -2, 10, 1, 1, 4, 4, -6

# Further entries follow:
# Order of results: CD11b adhes inh, PostGolgi ctrl, sEH activator, S1P2 antag, PLAP activator, PostGolgi yeast, E coli WT exp, sEH inh, S1P2 ag
- CN1CCc2c(sc3c2c(NCc2ccco2)nc2nnnn23)C1
→ 0, 3, ·, ·, 1.5, 2, 1, ·, ·
- N#Cc1cc2c(N)c(C(=O)Nc3ccccc3)sc2nc1N
→ -1, 1, 4, -32, 0.9, 14, -10, -7, 0
- CCCNC(=S)Nc1ccc2nc(-c3ccccn3)c(-c3ccccn3)nc2c1
→ ·, 9, -5, 17, 1.3, -1, 0, 6, -7
- NS(=O)(=O)c1ccc(NCc2ccccc2OCc2ccccc2F)cc1
→ -6, 14, -4, 5, 0.7, 1, 1, 5, -4
- COc1ccccc1NC(=O)c1ccc2nc(-c3ccccc3)c(-c3ccccc3)nc2c1
→ 3, -2, 11, 8, 1, -2, -13, -11, -2
- CCCCCn1c(N2CCC(Cc3ccccc3)CC2)nc2c1c(=O)[nH]c(=O)n2C
→ ·, ·, 4, -24, ·, ·, ·, -5, -2
- COc1cccc(CN2CCN(CC(=O)Nc3ccccc3Cl)CC2)c1
→ ·, 5, 5, 5, 1.6, -4, 20, -4, -4
- CCOC(=O)c1cn2nc(-c3ccc(OC)cc3)cc2nc1C1CCN(C(=O)OC(C)(C)C)CC1
→ -6, 4, 20, 2, 1.1, -4, -17, -17, -3
- CCCCNC(=O)c1ccccc1C(=O)NCCCC
→ -10, -2, 2, -16, 1, 1, 1, 4, 1
- Cc1ccc(NC(=O)NC(=O)N(c2ccccc2)S(C)(=O)=O)cc1
→ -11, -2, -6, 8, 1.1, -1, -18, 7, -1
- Fc1ccc(C2=Nn3c(Cc4ccccc4)nnc3SC2)cc1
→ 10, 7, -6, -4, 0.8, 5, -2, 7, -8
- Cc1ccc(Cl)cc1N1CCN(C(=O)C2CCN(S(=O)(=O)c3cnc[nH]3)CC2)CC1
→ -18, -1, ·, ·, 1.8, 2, -6, ·, ·
- COc1ccc(CCNC(=S)NC(=O)c2ccccc2)cc1OC
→ ·, 18, 1, -4, 0.8, 4, -14, -3, -4
- COc1ccccc1-c1c(C)nn2c(N3CCC4(CC3)OCCO4)cc(C)nc12
→ -13, 98*, 7, -15, 1.3, 4, 2, -2, -1
- COc1ccc(Cl)cc1NC(=O)C(=O)N/N=C/c1cc(C)n(-c2ccc(C)cc2)c1C
→ -9, 10, 16, 12, 1.7, 23, -13, -17, -6
- O=C(Oc1cccc([N+](=O)[O-])c1)c1cc(-c2ccccc2)nc2ccccc12
→ -12, 0, -6, -12, 0.9, -5, -12, 4, -6
- CCOc1ccc(N2CC(=O)N/C2=N\c2nc(C)cc(C)n2)cc1
→ -9, -5, -2, 18, 1.9, 1, -3, 2, -3
- CCCCC(CC)C(=O)NCc1ccccc1OC (stereo not drawn)
→ -3, -4, 12, -18, 1, -1, -3, -12, -1
- CC1CCCC/C1=N/Nc1ccc([N+](=O)[O-])cc1[N+](=O)[O-] (stereo not drawn)
→ -2, 36*, 0, -2, 0.1, -3, 1, 2, -1
- N#Cc1ccc(-c2ccc(F)cc2)nc1Oc1ccccc1
→ 1, -1, 12, -18, 0.9, -2, -10, -10, 2
- CC1CN(C(=O)c2cccs2)CCN1C(=O)c1cccs1 (stereo not drawn)
→ 33, 7, ·, ·, 1.2, 0, 3, ·, ·
- Cc1ccc(NC(=O)Cc2ccc3c(c2)CCCC3)cc1C
→ 2, -1, -64, -10, 0.8, -1, 6, 64, -13
- CCn1c(-c2ccoc2C)n[nH]c1=S
→ ·, 4, ·, 14, 0.9, -8, 2, ·, -5
- Cc1ccc(C2/C(=C(\O)c3ccc4c(c3)OCCO4)C(=O)C(=O)N2CCCN(C)C)o1 (stereo not drawn)
→ 16, -5, 5, 11, 1.3, -3, -7, -5, -6
- Cc1ccc(C)n1-n1c(C)nc2scc(-c3ccccc3)c2c1=O
→ -16, 5, 20, -4, 1.6, -1, -7, -20, 1
- COc1ccccc1OCc1nnc(SCC(=O)c2cc(Cl)ccc2OC)o1
→ -5, 32*, -9, -7, 1.1, 10, -7, 9, -4
- c1ccc2oc(SCc3cn4ccccc4n3)nc2c1
→ -12, 0, 5, -12, 1, 4, 32, -1, -3
- Cc1ccc(NC(=O)Cc2cn3ccsc3n2)nc1
→ 5, -2, ·, ·, 0.9, 3, 14, ·, ·
- Cc1ccc(Cn2nnc3c(=O)[nH]c(C4CCN(S(=O)(=O)c5cc(C)ccc5C)CC4)nc32)cc1
→ ·, 4, 5, 7, 1.4, 5, -8, -3, 1
- CCN(CC)C(=O)c1ccc(COc2ccccc2Br)o1
→ 12, 23, 8, 8, 1.1, -5, 17, -8, -4

# Fetched by structure from the entries so far (4):
# Order of results: CD11b adhes inh, PostGolgi ctrl, sEH activator, S1P2 antag, PLAP activator, PostGolgi yeast, E coli WT exp, sEH inh, S1P2 ag
- c1ccc2oc(SCc3cn4ccccc4n3)nc2c1
→ -12, 0, 5, -12, 1, 4, 32, -1, -3
- Cc1ccccc1C(=O)N/N=C/c1ccncc1
→ ·, 15, -1, -16, 1, 2, 0, 1, -9
- CN1CCc2c(sc3c2c(NCc2ccco2)nc2nnnn23)C1
→ 0, 3, ·, ·, 1.5, 2, 1, ·, ·
- O=c1[nH]ncn1-c1ccccc1C(F)(F)F
→ -2, -2, -2, 10, 1, 1, 4, 4, -6

# Continued.
# Order of results: CD11b adhes inh, PostGolgi ctrl, sEH activator, S1P2 antag, PLAP activator, PostGolgi yeast, E coli WT exp, sEH inh, S1P2 ag
- CCCc1cc(C(=O)NCc2ccc(OC)cc2)no1
→ -13, 5, 10, 18, 0.8, -3, 13, -8, -6
- Cc1cc(C)nc(SCC(=O)Nn2cnnc2)n1
→ -5, 11, ·, ·, 1, -4, -3, ·, ·
- Nn1c(SCC(=O)Nc2ccc(Oc3ccccc3)cc2)nnc1C1CC1
→ ·, -4, 11, 10, ·, 0, -9, -13, -2
- Cc1ccccc1CN1CCN(S(C)(=O)=O)CC1
→ ·, ·, -1, 2, ·, ·, ·, 2, -1
- Cc1ccc(C(=O)NC(=S)NCC(=O)c2ccccc2)cc1
→ 8, 2, 5, 14, 1.1, 0, -10, -3, -4
- O=C(CCN1CCN(c2ccc(Cl)cc2)CC1)Nc1nccs1
→ 15, 8, -32, -5, 1, -2, 2, 29, 1
- O=c1c2ccccc2nnn1CSc1ccc2c(c1)OCCO2
→ ·, 19, -6, 5, 0.9, 3, -12, 8, -6
- c1ccc(C2=Nn3c(nnc3-c3n[nH]c4c3CCC4)SC2)cc1
→ -11, 3, -4, 2, 1.4, 10, 3, 5, -11
- O=C(NCc1ccc(N2CCCC2=O)cc1)Nc1cccc2ccccc12
→ ·, 8, -63, 20, 1, 7, -2, 64, -3
- Cc1cccc(NCc2ccccc2O)c1C
→ -31, 2, 0, 2, 0.9, 7, 15, 2, -4
- Cc1c(/C=N/n2cnnc2)c2ccccc2n1CCOc1ccccc1
→ 0, 29, 3, -1, 1.1, -1, -18, 1, 4
- CCOc1cc(S(=O)(=O)NCc2ccc(OC)cc2)c(OCC)cc1-n1cnnn1
→ -6, 0, 1, -16, 1, 4, -10, 1, 1
- CC(NC(=O)CCOc1ccccc1)c1ccccc1 (stereo not drawn)
→ -15, 20, 6, 14, 1, -1, 8, -5, -2
- COCCn1c(SCc2nc3ccccc3c(=O)[nH]2)nnc1-c1ccncc1
→ -9, 14, 1, 17, 1.2, -2, 2, 2, -6
- CCC(=O)NCc1nc2ccccc2n1Cc1ccccc1F
→ 13, 5, 15, -11, 1.1, -7, -10, -16, -5
- Cc1ccc(N2CC(C(=O)OCc3ccccc3F)CC2=O)cc1 (stereo not drawn)
→ -48, 9, -6, -4, 1, 4, 5, 6, 2
- O=C(NCC1CCCO1)c1ccc2c(=O)n(Cc3ccco3)c(SCC(=O)N3CCCC3)nc2c1 (stereo not drawn)
→ ·, 19, 4, 17, 1.2, 8, -12, -3, -5
- Nc1nc(Cl)cc(N2CCC(c3cc(-c4ccc(Cl)cc4Cl)n[nH]3)CC2)n1
→ ·, 82*, 8, 5, 1.2, 43*, 6, -2, -2
- CCN(CC)C(=O)CNC(=O)Cc1ccc(Cl)cc1
→ -10, -1, 16, -9, 1.2, -4, 9, -17, 0
- C=CCc1cc(Cl)ccc1OCCN(C)C
→ 10, 15, -5, 15, 1.1, -4, 18, 4, -7
